# MT1-MMP act inh = blockers of MT1-MMP proenzyme processing, primary screen, HT1080 RFP-PRO-GFP cells, GFP/RFP fluorescence; Matrix metalloproteinase-14 (Homo sapiens), P50281; AID 651647, 2012; GFP/RFP ratio change, % at 20 µM; GFP/RFP ratio fluorescence, overnight; percent of plate control window, DMSO zero; actives 0.061% (n = 360,000);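 active means GFP/RFP ratio change of at least 30% with cell ATP level not reduced by more than half and red fluorescence within 50% of control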; further: strong numbers were not always called active
#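 Assay system: RFP-PRO-GFP reporter HT1080 cells; read-out basis: GFP/RFP fluorescence ratio; benchmarks: DMSO wells and RFP-L50D-GFP cells; doses: 20 µM single dose, 1% DMSO; schedule: overnight cell settling, then overnight compound exposure, 37 °C, 5% CO2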
# bovine MsrA act = bovine MsrA enzyme activators, primary screen, biochemical, absorbance, HTS; activation, % at 10.6 µM; actives 0.3% (n = 360,000); Methionine sulfoxide reductase A (Bos taurus); purified bovine MsrA, absorbance read-out; in the data active means activation above about 7.5%;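 further: 0% = vehicle and 100% = reference activator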
# NRP1-CendR mod = modulators of CendR peptide binding to NRP-1, primary screen, biochemical, fluorescence polarization, uHTS. FAM-RPARPAR peptide binding to NRP-1. inhibition, % at 25 µM. actives 0.85% (n = 360,000);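 active means inhibition or corrected inhibition above about 18%, plus a signal ratio from 0.5 to 1.5, limit read from the data, passing the limit was not always enough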; further: strong numbers were not always called active
# FAS-TE inh = FAS thioesterase domain inhibitors, primary screen, biochemical, fluorescence intensity, uHTS; actives 0.67% (n = 360,000); AID 602261, 2012; recombinant FAS-TE, OMFH fluorogenic substrate, fluorescence endpoint; inhibition, % at 15 µM;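 active means compounds whose normalised, plate-corrected inhibition of enzyme fluorescence in the single-dose primary screen is 50% or more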;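 further: 0% = DMSO with enzyme and 100% = substrate without enzyme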
# E coli Lon inh = inhibitors of E. coli Lon protease, primary screen, biochemical, fluorescence polarization | AID 602123, 2011 | inhibition, % at 7.94 µM | P0A9M0 | actives 0.42% (n = 360,000) | purified E. coli Lon protease; in the data active means inhibition above about 13%, passing the limit was not always enough;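 further: 0% = enzyme with probe and DMSO and 100% = no enzyme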
# Target sequence (P0A9M0 whole entry, looked up): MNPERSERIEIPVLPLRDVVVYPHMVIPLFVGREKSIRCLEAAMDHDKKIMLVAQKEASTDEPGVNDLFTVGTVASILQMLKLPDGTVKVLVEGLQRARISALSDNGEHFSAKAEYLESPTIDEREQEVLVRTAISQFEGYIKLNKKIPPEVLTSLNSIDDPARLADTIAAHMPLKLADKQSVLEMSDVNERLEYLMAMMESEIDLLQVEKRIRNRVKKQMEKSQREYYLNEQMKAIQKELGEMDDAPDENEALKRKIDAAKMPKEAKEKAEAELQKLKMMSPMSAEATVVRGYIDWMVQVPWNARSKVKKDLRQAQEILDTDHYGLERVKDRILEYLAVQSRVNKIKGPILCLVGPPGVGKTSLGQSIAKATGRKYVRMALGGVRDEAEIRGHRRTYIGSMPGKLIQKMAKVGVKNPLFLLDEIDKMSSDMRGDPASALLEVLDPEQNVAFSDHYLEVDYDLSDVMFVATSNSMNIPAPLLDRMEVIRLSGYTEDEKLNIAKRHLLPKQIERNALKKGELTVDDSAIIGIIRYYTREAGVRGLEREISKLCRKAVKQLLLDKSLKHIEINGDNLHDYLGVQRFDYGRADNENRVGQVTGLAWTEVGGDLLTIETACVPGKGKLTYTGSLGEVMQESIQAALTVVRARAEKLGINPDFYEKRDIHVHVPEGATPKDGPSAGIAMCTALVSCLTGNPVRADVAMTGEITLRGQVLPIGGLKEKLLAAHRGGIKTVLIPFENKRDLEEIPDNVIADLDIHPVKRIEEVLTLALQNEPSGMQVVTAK
# SKN-1 block = suppressors of acrylamide-induced Pgst-4::GFP reporter in worms, primary screen, SKN-1 inhibitor project, whole organism, uHTS, GFP/RFP fluorescence ratio, strain VP596; inhibition, % at 21.8 µM; AID 624304, 2012; C. elegans VP596 Pgst-4::GFP/RFP ratio, 24 h; actives 0.49% (n = 360,000);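 active means interference check ratio from 0.5 to 1.5 plus GFP to RFP signal ratio inhibition reaching or exceeding a fixed threshold, cut at about 30% in these data, passing the limit was not always enough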; further: some compounds called inactive have numbers as strong as hits
# MsrA inh = bovine MsrA enzyme inhibitors, primary screen, biochemical, absorbance, HTS. inhibition, % at 15.5 µM. purified bovine MsrA, absorbance read-out. actives 0.75% (n = 360,000). Methionine sulfoxide reductase A (Bos taurus). AID 651718, 2012; in the data active means inhibition above about 4.5%;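 further: 0% = vehicle wells with enzyme and 100% = reference inhibitor wells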
# Tb MetRS inh = T. brucei MetRS inhibitors, primary screen, biochemical, luminescence. purified T. brucei MetRS, ATP depletion, Kinase-Glo luminescence. inhibition, % at 11.9 µM. actives 0.4% (n = 360,000);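 active means inhibition above a per-plate cutoff of the control wells' mean inhibition plus 3 SD, cut at about 5.5% in these data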;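 further: 0% = DMSO wells median and 100% = median of wells with control inhibitor compound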
#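 Material – parasite MetRS enzyme · Medium – HEPES-MgCl2-KCl buffer plus DTT, spermine, BSA, pyrophosphatase · Reagent – ATP, methionine and E. coli bulk tRNA substrates · Times – 15 min enzyme-compound preincubation, 2 h reaction, 10 min detection, 25 °C · Measured by – luminescence of leftover ATP · Evaluation – percent inhibition relative to median high and low control wells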
# PABP1 MLLE inh = inhibitors of PABP1 MLLE–PAM2 peptide binding, primary screen, biochemical, fluorescence polarization, FITC-PAM2, GST-MLLE; Polyadenylate-binding protein 1 (Homo sapiens), P11940; inhibition, % at 20 µM; actives 0.36% (n = 360,000); in the data active means inhibition above about 35%, passing the limit was not always enough;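 further: plate controls were DMSO wells with GST-MLLE for no effect and wells lacking GST-MLLE protein for full effect; some results filed as inactive read as strong as hits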
# * = called active by the depositor; · = not tested or not shown. Random draw from the library; about 4% have a hit in one of these screens.
smiles,MT1-MMP act inh,bovine MsrA act,NRP1-CendR mod,FAS-TE inh,E coli Lon inh,SKN-1 block,MsrA inh,Tb MetRS inh,PABP1 MLLE inh
Cn1nc(C(=O)Nc2c(-c3ccccc3)nc3sccn23)c2ccccc2c1=O,2.6,-1.5,-6.5,-1.8,7.2,-8.4,-1.2,-0.3,-23.5
CCC1(C(=O)OC)NC(c2ccco2)C2C(=O)N(c3ccccc3)C(=O)C21 (centres undefined),-2.4,-13.9,-3.8,-8.2,4.2,-13.9,-0.7,-1.6,10.5
O=C(CC1C(=O)NCCN1Cc1cccc(F)c1)NCCCCCN1CCOCC1 (centres undefined),-4.1,-1.5,17.3,-1.3,14.9,18.2,-0.2,0.0,25.9
CCOCCCNCC(O)c1ccccc1 (centres undefined),-2.1,-5.4,-0.2,-8.2,3.1,12.3,-0.4,0.8,-0.2
Cc1ccc2[nH]c(=O)c(CN(Cc3ccccc3Cl)C(=O)N3CCOCC3)cc2c1,-0.1,-1.0,7.9,2.7,4.2,15.3,0.4,-0.1,-13.3
O=C(OCn1nnc2ccccc2c1=O)c1cc(-c2ccccc2Cl)nc2ccccc12,1.7,-1.4,-0.7,47.6,7.1,9.2,0.6,0.1,12.8
CC1(C)CC(=O)C/C(=N\NC(=O)Cc2ccccc2)C1,5.6,-4.8,-10.3,-10.5,-2.1,14.3,0.4,-1.0,-4.3
CN(CC(=O)Nc1cccc(F)c1)C(=O)/C=C/c1ccc2ccccc2n1,-4.0,-3.4,-14.8,-2.8,-38.1,18.4,0.6,-0.2,2.2
CC1CCN(C(=S)NC(=O)C2CCCCC2)CC1,2.3,-4.4,4.0,-3.8,5.5,-5.2,0.3,-1.1,-6.9
CCCCS(=O)(=O)/C=C\C1C2C=CC(C2)C1S(=O)(=O)CCCC (centres undefined),3.3,-0.4,5.0,-7.6,-6.2,-12.1,-0.1,0.7,10.3
Cc1cc(N2CCOCC2)ncc1[N+](=O)[O-],-7.3,-3.4,-6.0,1.3,-12.1,-8.4,1.4,-0.7,7.0
CCOC(=O)c1ccc(CNC(=O)CSc2nc(NC(=O)c3ccccc3)c3c(C)c(C)oc3n2)cc1,3.5,0.8,3.0,3.8,17.1*,3.1,0.2,0.2,0.0
Nc1ccc(Oc2ccc(F)cc2)nc1,-19.1,-2.3,-87.9,-5.1,-102.6,-2.2,0.5,-0.6,-46.7
CCOC(=O)c1cnc2c(C)c(-c3ccccc3)[nH]n2c1=O,0.9,-4.0,-11.1,-3.2,0.8,15.2,1.3,-0.7,-12.6
CCNC(=S)Nc1ccc(Cl)cc1,0.3,-0.6,-20.2,-9.2,-5.9,2.3,-0.3,0.1,-13.5
Cc1ccc2c(c1)C1OCCC1C1N2C(=O)C2C(C(=O)O)C3C=CC21O3 (centres undefined),-1.4,-15.6,6.3,-4.5,-12.0,1.3,-1.1,-1.1,0.3
COc1ccc(NC(=O)CSc2nccn2Cc2ccco2)cc1,1.9,-2.9,0.0,-5.2,-3.8,4.8,-1.0,-0.4,4.5
CSc1nc(N2CCOCC2)nc2ccc(C)cc12,0.5,-3.7,-1.6,2.2,10.6,19.7,1.1,-0.3,4.6
CCCCc1c(O)nc(N2CCN(Cc3ccccc3)CC2)[nH]c1=O,0.9,-2.5,-16.0,-8.7,-4.3,-6.1,-0.2,-0.5,3.4
NC(=O)c1c(NC(=O)CN2CCOCC2)sc2c1CCC2,1.4,-14.3,-3.1,-3.8,-1.1,11.8,1.8,-2.2,27.7
CN(Cc1ccccc1)C(=O)CN(C)S(=O)(=O)c1ccc(F)cc1,-0.4,-8.2,22.6,1.3,-0.8,-11.4,-0.8,-1.8,19.3
CC(=O)c1ccc(N2CCN(C(=O)c3cccc(Oc4ccccc4)c3)CC2)cc1,-1.3,-0.8,-1.2,18.4,1.6,12.3,0.1,1.3,-3.1
OCc1cc(Br)ccc1OCc1nc2ccccc2s1,3.4,2.3,-3.2,10.7,-0.7,6.5,·,-0.1,-11.0
C=CCOn1c(=O)c(C)[n+]([O-])c2ccccc21,-28.2,-4.8,-3.6,-2.6,-4.9,-8.3,0.5,-0.8,-3.3
Cc1ccc(C)c(OCCNc2ccc([N+](=O)[O-])cn2)c1,3.7,-1.1,7.6,19.6,-1.9,12.5,0.5,-0.5,16.4
CCN(CC)c1ccc(/C=N/N(c2ccccc2)c2ccccc2)c(O)c1,3.7,-0.7,-24.8,32.4,-7.2,9.2,-0.6,0.4,-20.3
O=c1ccn(CCc2c[nH]c3ccccc23)c2c1CCCC2,3.5,-4.7,0.9,-4.8,8.1,0.7,-0.8,-0.5,-14.9
O=C1C(C=NCc2ccccn2)=C(O)c2ccccc21,0.0,-8.0,-5.5,-7.0,-6.7,-2.4,2.3,-0.5,7.0
Cc1[nH]n(-c2ccccc2)c(=O)c1-c1ccccc1,4.7,3.1,0.5,-2.4,7.8,2.0,0.3,-0.4,5.8
O=C(NCCOc1ccccc1)c1ccc2c(c1)OCO2,2.8,-1.4,1.3,-4.3,0.9,3.1,0.0,-0.3,7.7

# Compound profiles, as listed above.
# OCc1cc(Br)ccc1OCc1nc2ccccc2s1 in the list: MT1-MMP act inh = 3.4; bovine MsrA act = 2.3; NRP1-CendR mod = -3.2; FAS-TE inh = 10.7; E coli Lon inh = -0.7; SKN-1 block = 6.5; MsrA inh = ·; Tb MetRS inh = -0.1; PABP1 MLLE inh = -11.0
# CCN(CC)c1ccc(/C=N/N(c2ccccc2)c2ccccc2)c(O)c1 in the list: MT1-MMP act inh = 3.7; bovine MsrA act = -0.7; NRP1-CendR mod = -24.8; FAS-TE inh = 32.4; E coli Lon inh = -7.2; SKN-1 block = 9.2; MsrA inh = -0.6; Tb MetRS inh = 0.4; PABP1 MLLE inh = -20.3

# Next part:
smiles,MT1-MMP act inh,bovine MsrA act,NRP1-CendR mod,FAS-TE inh,E coli Lon inh,SKN-1 block,MsrA inh,Tb MetRS inh,PABP1 MLLE inh
Cn1nnnc1SCC(=O)Nc1ccccc1N1CCOCC1,9.5,1.3,-6.3,-5.8,-11.6,1.4,-1.2,0.3,-4.5
Cc1cc(C)cc(NC(=O)Cn2nnc(C(=O)NCc3ccc(F)cc3)c2N)c1,2.4,-9.7,-3.5,-12.9,-10.2,3.9,0.8,-0.5,-7.1
O=C(CSc1nnc2ccccn12)Nc1ccccc1[N+](=O)[O-],-1.9,-3.3,8.3,-8.7,-0.5,1.0,0.3,-0.3,-8.7
CC(=O)Nc1nc(-c2ccc3c(c2)CC(C)N3C(=O)C2CC2)c(C)s1 (centres undefined),-0.4,-0.4,-5.0,-5.3,1.2,0.1,0.0,-0.1,22.6
CCC(C)n1c(S(=O)(=O)O)nc2ccccc21 (centres undefined),1.2,-2.6,-2.7,-5.8,-1.3,27.9,-0.5,-0.6,-1.8
Cc1ccc(S(=O)(=O)N2CCCOC2)cc1,5.6,-1.4,1.5,-9.8,4.2,7.1,-0.5,-0.6,2.2
O=C(C1=C(O)/C(=C/c2ccc(O)cc2)CCC1)C(F)(F)F,-1.4,5.3,-10.6,5.2,-14.4,15.1,1.9,-0.6,6.4
CCC(C)Oc1ccccc1C1CC(=O)NC2=C1C(=O)CCC2 (centres undefined),-3.1,-8.3,7.0,-1.4,-1.4,-14.1,-0.4,-1.4,0.0
Cc1ccc(P(=O)(OCCN2CCOCC2)C(C)(C)C)o1 (centres undefined),6.2,-2.3,3.2,-4.6,-6.3,3.9,2.1,-0.5,9.9
CCCCc1ccc(Nc2ncnc3nc[nH]c23)cc1,1.4,1.6,8.4,-136.3,-10.5,13.3,0.3,0.2,-2.8
Cc1csc(NC(=O)CSc2ncnc3ccccc23)n1,-4.1,4.4,7.9,3.1,-5.5,14.0,1.5,-0.2,3.2
COCCNC(=O)COCc1cc(-c2ccc3c(c2)OCO3)on1,2.5,-1.6,-1.9,-2.1,-2.9,5.5,-0.1,0.8,-3.9
O=C(CSc1nnnn1-c1ccccc1)Nc1ccc(Cl)cc1,2.9,-3.4,-12.8,-1.4,-9.8,-10.1,0.7,1.2,9.8
COC(=O)CC1C(=O)NCCN1C(=O)NC1CCCCC1 (centres undefined),-3.9,-8.3,3.6,-9.0,-0.8,5.0,-0.2,-0.1,0.5
CC1CN(CC(=O)NCc2ccc(Cl)cc2)CC(C)O1 (centres undefined),-0.7,-2.5,-7.6,-2.9,0.7,-0.5,-0.9,-0.9,-4.2
CC1(C(=O)NCCC#N)CCN1C(=O)C1(c2ccccc2)CCCC1 (centres undefined),2.4,-2.7,-2.8,-8.7,-10.9,25.3,0.7,-0.1,-7.9
COC(=O)[C@@]12CCCCN1[C@H](c1ccc(-c3ccc4c(c3)OCO4)cc1)[C@H]1C(=O)N(C)C(=O)[C@H]12,-4.2,-2.4,29.7*,79.2*,6.6,5.0,-1.8,-0.1,-0.4
CCCCC1S/C(=N/N=C/c2cccs2)NC1=O (centres undefined),8.0,-5.7,-7.4,-7.2,5.6,1.7,0.8,0.1,-5.4
CCN(CC)C(=O)CSC1=N/C(=C/c2ccco2)C(=O)N1c1ccc(OC)c(Cl)c1,-13.4,-5.6,-28.9,8.2,-24.2,1.7,-0.1,0.2,8.9
CCOC(=O)C1=C[C@@H](C(C)(C)C)N(S(=O)(=O)c2ccc(OC)cc2)[C@H]1c1ccccc1,-6.5,-2.3,9.6,22.0,-4.6,11.1,-0.6,-0.9,2.4
CCOC(=O)C(=O)C1=C(N2CCOCC2)/C(=C\c2cccc([N+](=O)[O-])c2)CC1,0.9,-2.9,9.2,-9.9,-4.5,-2.1,2.8,0.6,0.8
CCN(CC)CCCNC(=O)c1sc2nc(-c3ccc(F)cc3)cn2c1C,6.0,2.2,-2.0,-4.1,-11.9,-6.2,0.6,-0.8,-8.8
CCOCCOC(=O)c1ccc(-n2cnc(C)n2)nc1,-0.2,-1.0,-3.9,-7.3,4.3,9.8,1.1,-0.4,-9.1
O=C(COC(=O)c1ccc(S(=O)(=O)Nc2ccccc2)cc1)NCCN1C(=O)CSC1=O,-3.8,-1.9,-14.3,-7.8,-7.7,-5.6,-1.1,0.1,-6.3
O=C(CSc1ccccc1F)NC(=O)c1ccc(Cl)cc1,-0.4,-2.0,-13.1,-1.7,-4.3,1.0,0.0,-0.2,4.9
Cc1ccc(CSc2nnc(C(F)(F)F)n2Cc2ccc(F)cc2)cc1,-5.5,-0.8,-5.8,27.7,-0.1,12.6,·,-0.8,-14.2

# Screens (PubChem)
